# Bioassay records (PubChem)
# UBC13 polyUb – blocks human UBC13 polyubiquitin chain formation; P61088; TR-FRET; inhibition, % at 20 µM; 0.47% of 330,000 active; in the data active means inhibition above about 45%, passing the limit was not always enough
# Target sequence (P61088 whole entry, looked up): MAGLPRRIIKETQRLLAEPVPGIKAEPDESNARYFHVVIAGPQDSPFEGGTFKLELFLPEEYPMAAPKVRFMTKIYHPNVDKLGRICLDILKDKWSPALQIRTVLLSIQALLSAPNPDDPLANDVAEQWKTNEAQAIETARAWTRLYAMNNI
# SENP6 block – blocks the human protease SENP6. AID 2599. inhibition, % at 10 µM. 1.8% of 330,000 active. Recombinant SENP6 catalytic domain, aminoluciferin luminescence;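 active means inhibition above about 50% at the single tested dose, limit read from the data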;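 further: plate controls were DMSO wells with enzyme for no effect and DMSO wells lacking enzyme for full effect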
# Target sequence (Q9GZR1 628-1112 limits assumed): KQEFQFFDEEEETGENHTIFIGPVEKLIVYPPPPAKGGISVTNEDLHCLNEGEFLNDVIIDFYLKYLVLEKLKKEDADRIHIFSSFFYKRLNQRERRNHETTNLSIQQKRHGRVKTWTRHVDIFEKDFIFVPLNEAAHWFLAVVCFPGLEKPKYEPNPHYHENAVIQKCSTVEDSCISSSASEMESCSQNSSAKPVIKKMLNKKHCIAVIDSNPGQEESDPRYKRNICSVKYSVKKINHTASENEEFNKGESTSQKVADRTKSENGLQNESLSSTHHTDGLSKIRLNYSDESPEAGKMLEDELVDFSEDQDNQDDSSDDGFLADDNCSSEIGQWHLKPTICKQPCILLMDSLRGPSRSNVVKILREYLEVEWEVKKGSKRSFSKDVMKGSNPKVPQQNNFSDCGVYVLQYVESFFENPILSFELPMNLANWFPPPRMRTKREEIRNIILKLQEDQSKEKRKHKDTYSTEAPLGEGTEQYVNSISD
# SENP8 block-1 – inhibitors of human SENP8 protease; purified SENP8, Z-RLRGG-aminoluciferin cleavage, luminescence; AID 2540; 1.2% of 330,000 active; Q96LD8; inhibition, % at 10 µM; in the data active means inhibition above about 50%
# SENP8 block-2 – blocks human SENP8 cleavage of Nedd8 substrate; recombinant SENP8, Nedd8 substrate fluorescence; AID 602440; 0.64% of 360,000 active; inhibition, % at 20 µM; in the data active means inhibition mostly above about 40%, no sharp cut-off; inactive means mostly below about 27%
# MIN6 prolif – MIN6 beta-cell proliferation induction. MIN6 cells proliferation, ATPlite luminescence, 48 h; cells starved in 0.2% serum; 100% = growth in 10% serum. proliferation, % at 10 µM. 0.29% of 330,000 active. AID 2380;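 active means compounds whose signal lies at least 3.5 SD above the mean of all wells on their plate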;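 further: 0% = DMSO-treated cells in low-serum medium and 100% = 10% serum control; some compounds called inactive have numbers as strong as hits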
# HKDC1 inhibitor – inhibitors of human hexokinase HKDC1; Q2TB90; recombinant HKDC1, G6PDH/diaphorase resazurin coupled fluorescence; inhibition, % at 20 µM; 0.16% of 340,000 active;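 active means inhibition above about 35% when tested at 20 µM, limit read from the data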;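 further: plate controls were DMSO wells with enzyme for no effect and DMSO wells lacking enzyme for full effect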
#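 Material: recombinant HKDC1 hexokinase; Amount: HKDC1 at 5 µg/mL; Medium: Tris pH 8.0 buffer with MgCl2, Tween-20, BSA, BME; Schedule: 90 min reaction incubation at room temperature, dark; Technique: coupled resazurin fluorescence, excitation 525 nm, emission 613 nm.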
# SENP1 FRET inh – inhibitors of human SENP1 SUMO protease catalytic domain | recombinant SENP1 catalytic domain, CyPet-SUMO1-YPet FRET cleavage | inhibition, % at 10 µM | 0.21% of 360,000 active | AID 624204;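 active means inhibition at least 30% at 10 µM, raw YFP signal under a set limit, fluorescence ratio 0.5 to 1.5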;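 further: 0% = enzyme with DMSO and 100% = no enzyme wells; some results filed as inactive read as strong as hits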
# Target sequence (Q9P0U3 419-644 limits assumed): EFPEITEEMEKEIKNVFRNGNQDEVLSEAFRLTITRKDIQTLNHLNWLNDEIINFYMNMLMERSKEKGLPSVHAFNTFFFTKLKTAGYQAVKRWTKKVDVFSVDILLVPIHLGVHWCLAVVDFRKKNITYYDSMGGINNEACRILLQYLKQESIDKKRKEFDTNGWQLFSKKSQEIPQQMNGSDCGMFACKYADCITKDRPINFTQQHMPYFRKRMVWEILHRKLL
#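 Assay system – human recombinant His6-tagged SENP1 catalytic domain enzyme · Input – SENP1 enzyme, 20 pM final · Buffer or medium – Tris pH 8 buffer plus EDTA, NaCl, BME, BSA, NP40, catalase · Schedule – 50 min reaction at room temperature · Technique – FRET read of cyan and yellow fluorescence · Control set – no-enzyme wells low, DMSO-plus-enzyme wells high control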
# SENP7 inh – inhibitors of human SENP7 protease | Q9BQF6 | recombinant SENP7, Z-RLRGG-aminoluciferin luminescence, 40 min | inhibition, % at 5 µM | 1.5% of 330,000 active | AID 434973;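 active means inhibition above about 50% at the single test dose, limit read from the data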;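 further: plate controls were DMSO with enzyme for no effect and no enzyme buffer wells for full effect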
# PfGluPho inh – PfG6PD (Plasmodium falciparum) enzyme inhibition; PfGluPho enzyme, NADPH resazurin-diaphorase fluorescence; inhibition, % at 20 µM; 0.78% of 350,000 active; AID 504690;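 active means inhibition reaching at least a set limit at 20 µM in the primary screen, cut at about 59% in these data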;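 further: 0% = DMSO wells with substrate and 100% = DMSO wells lacking glucose-6-phosphate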
# Numbers without * were called inactive; i = inactive; / = no result given; & = joins results of further samples.
SMILES	UBC13 polyUb	SENP6 block	SENP8 block-1	SENP8 block-2	MIN6 prolif	HKDC1 inhibitor	SENP1 FRET inh	SENP7 inh	PfGluPho inh
Cc1ccc(S(=O)(=O)NCC(=O)Nc2ccc3c(c2)OCO3)cc1	-1	-24	-10	6	-1	-5	0	-8	2
COc1ccccc1CNC(=O)CCNS(=O)(=O)c1ccc2c(c1)oc(=O)n2C	0	15	6	-6	0	-2	-6	-6	-10
O=C(COc1ccc([N+](=O)[O-])cc1Cl)N1CCc2ccccc21	11	-13	-6	8	1	-2	0	4	3
Cn1c(=O)c2c(ncn2CC(=O)OCC(=O)Nc2ccc(F)cc2F)n(C)c1=O	5	-10	-1	16	3	-4	1	8	-5
O=C(C1=NN(c2ccccc2)C2C(=O)N(c3ccccc3)C(=O)C12)c1ccccc1 (stereo not drawn)	8	2	-4	-222	1	1	-23	4	-11
COc1cc(NC(=O)Cc2ccc(S(=O)(=O)N3CCOCC3)s2)c(OC)cc1Cl	-10	-5	2	9	2	-2	0	-2	6
CCOC(=O)C(=COC(=O)c1ccccc1)NC(=O)Cc1ccccc1	/	/	/	1	/	6	2	/	6
O=C(O)/C=C/c1cnn(-c2ccccc2)c1	/	/	/	5	/	-3	0	/	-9
CCCOC(=O)CCCN1C(=O)/C(=C2\SC(=S)N(CCCC(=O)OCCC)C2=O)SC1=S	-14	-3	3	38*	-3	2	2	-11	-3
C=CCNCCCCOc1ccc(Br)cc1C	4	-16	-12	23	0	11	1	-4	14
Cc1cc(N/N=C/c2ccccc2Cl)nc(NCc2ccccc2)n1	-9	17	-5	-28	-6	-2	3	7	19
O=S(=O)(Cc1noc(-c2ccccc2Cl)n1)c1ccccn1	4	-12	-13	10	-1	-4	1	5	-4
COc1ccccc1/C=C(\C#N)C(=O)Nc1ccc(S(N)(=O)=O)cc1	10	3	-1	-28	-2	3	-6	3	-11
COc1cccc(C(=O)NCc2nnc(SCC(=O)Nc3nccs3)n2-c2ccccc2)c1	2	-13	12	25	6	-4	1	-10	10
C#CCN1CC(C)/C(=N/O)CC1C (stereo not drawn)	-6	-15	-7	7	1	-5	1	-3	4
COc1ccc(C(=O)COC(=O)Cc2c[nH]c3ccccc23)c(OC)c1	3	-5	14	1	-2	0	1	-3	7
Cc1nn(CC(=O)c2ccc(Br)s2)c(C)c1[N+](=O)[O-]	-3	-6	4	25	-2	-8	6	1	-1
COc1cc(C#Cc2c(-c3ccccc3OC)oc3ccccc23)cc(OC)c1	-12	-17	-10	i	-4	-2	-17	-2	12
Cc1cc(C)n(-c2ccc(C(=O)OCC(=O)Nc3cc(S(C)(=O)=O)ccc3Cl)cc2)n1	1	7	-2	-2	2	-1	-3	6	6
Cc1ccc(C(=O)NC(C)c2ccccc2)o1 (stereo not drawn)	4	-6	4	9	-2	3	0	10	-2
Cc1ccc(C(=O)OCC(=O)NCc2cccs2)cc1S(=O)(=O)N1CCOCC1	-3	5	-1	2	2	-6	3	4	0
O=C(COc1cccc(NC(=O)c2cccc([N+](=O)[O-])c2)c1)c1ccc(Br)cc1	8	7	0	17	-5	-2	1	-1	-15
Cc1nnc(SCC(=O)NCc2ccccc2Cl)[nH]c1=O	6	9	5	-12	2	-10	-1	4	-11
CN(c1ccccc1)S(=O)(=O)c1cccc(NC(=O)c2cncc(Br)c2)c1	-2	-7	0	20	1	-2	0	9	2
CC(C)(C)OC(=O)N/N=C\c1ccc(OC(=O)c2ccco2)cc1	0	-2	2	10	-1	-8	2	12	7
CC(=O)Nc1ccc(-c2nc3ccccc3c(=O)o2)cc1	11	-29	-28	-112	-5	0	2	-19	-5
CCn1c(Cc2ccccc2)nnc1SCC(=O)Nc1ccc(OC)cc1	-4	-15	-1	24	-2	0	5	0	-3
COc1ccc(OCC(=O)NC2CCCN(Cc3ccc(Cl)cc3)C2)cc1 (stereo not drawn)	0	6	-7	3	0	2	-1	11	-10
CC(C)N(Cc1ccccc1)C(=O)COC(=O)C1CCN(c2ccc(C(F)(F)F)cn2)CC1	1	-3	14	-32	-5	-2	0	-1	8
COc1cc(OC)cc(C(=O)N(Cc2nc(-c3cccc(C)c3)no2)C(C)C)c1	/	/	/	15	/	-5	2	/	2
CCn1cc(CN2CCC(C(=O)Nc3ccc(Oc4cccnc4)cc3)CC2)c(C)n1	-5	5	7	8	-2	-7	-2	-1	7
O=C(NC(=S)Nc1cccc(Cl)c1Cl)C1CC1	4	2	0	-6	-3	-1	4	-2	15
COc1ccccc1C(=O)N1CCCC(c2nc(-c3cc(OC)c(OC)c(OC)c3)no2)C1 (stereo not drawn)	12	7	-3	8	3	-3	1	0	-2
Cc1nc(C(=O)N2CCOCC2)sc1C1(C)CC(c2ccccc2)=NO1 (stereo not drawn)	6	-2	-10	9	-2	-1	2	-14	4
O=C1c2ccccc2C(=O)N1CC#CCN1CCN(C2CCCCC2)CC1	4	-38	-4	17	1	2	0	2	-7
CCCCn1nnnc1NCc1cccnc1	-3	-11	-1	10	-2	-7	4	-2	-19
C[C@@H]1O[C@@H](Oc2c(-c3ccc(O)c(O)c3)oc3cc(O)cc(O)c3c2=O)[C@H](O)[C@H](O)[C@H]1O	20	-11	5	9&36	5	10&-2	2&-82	-2	-24&-28
COc1ccc(N2C=C3C(=O)C(C)(OC(=O)CCc4ccccc4)C(=O)C=C3C=C2c2ccc(C#N)cc2)cc1 (stereo not drawn)	-69	0	4	-173	-5	35	-45	4	69*
CCN(CC)S(=O)(=O)c1ccc(Cl)c(NC2=NCCCCC2)c1	7	-7	3	6	1	-4	3	2	-1
COc1cccc2cc(C(=O)C3=C(O)C(=O)N(CCN4CCOCC4)C3c3cccs3)oc12 (stereo not drawn)	-12	9	-1	-4	-5	-2	-2	13	-11
Cc1c(NC(=O)CSc2nnc(-c3cccnc3)n2N)c(=O)n(-c2ccccc2)n1C	8	7	4	9	-6	1	2	-4	2
COc1cccc(OC)c1C(=O)OCC(=O)NCCCc1ccccc1	4	-1	0	4	-3	-3	1	-3	9
O=C(NCc1ccco1)c1ccc(-c2ccccc2Cl)o1	-4	-19	-9	6	-2	-2	0	0	6
Cc1ccc(C(C)(C)C)c(OCCOCCN2CCCC2)c1	20	-3	-2	21	-3	-12	-1	3	10
Cc1ccc(OCC(=O)Nc2ccc(CN3CCOCC3)cc2)cc1C	2	2	3	14	0	-1	1	-3	-11
COc1cc2cncc(Cc3ccc(Cl)cc3)c2cc1OC	19	0	6	1	-4	3	0	6	8
COCCN(CCOC)C(=O)Nc1ccc(Cl)cc1	-12	-6	-9	21	-2	0	0	-9	-12
COc1ccc(C(=O)NCC(=O)N/N=C/c2cccnc2)cc1	2	6	4	8	-4	3	2	8	-5
Cc1ccc(S(=O)(=O)NCCC(=O)Nc2ccc(C)cc2C(=O)c2ccccc2)cc1	6	1	3	8	1	-6	1	5	18
Cc1ccc(-c2csc3ncnc(NS(=O)(=O)c4ccc(Cl)cc4)c23)cc1	10	3	7	6	-5	9	-1	10	-10
CC(C)c1ccc(C(=O)N2CCN(CCO)CC2)cc1	0	-16	11	16	-2	-6	-1	-2	11
CC(C)(C)NC(=O)N1CCN(c2nc3ccc(Cl)cc3s2)CC1	5	17	2	11	1	-3	2	4	-3
O=C(CSc1nc(N2CCCCC2)nc(N2CCCCC2)n1)N1CCN(c2ccccc2)CC1	/	/	/	17	/	-2	4	/	8
CN(CP(=O)(O)C(O)c1ccccc1)S(C)(=O)=O (stereo not drawn)	7	-9	-3	19	-1	-3	2	-2	-11
CC1CN(C(=O)c2cc(S(=O)(=O)N3CCCC3)c(Cl)cc2Cl)CC(C)O1 (stereo not drawn)	-6	-5	-3	7	-1	-11	0	15	4
COc1ccccc1OCCOCCN1CCCC1	1	-22	-4	2	-1	-2	0	-13	9
O=C(NCc1ccc(F)cc1)N[C@@H](Cc1ccccc1)C(=O)O	3	1	0	3	-2	-1	0	15	-19
O=C(NCCc1ccc(Cl)cc1)c1ccc2nc(N3CCOCC3)sc2c1	2	1	-3	15	-3	-3	2	1	-1
Cc1ccc(N(CCCCN2C(=O)c3ccccc3C2=O)C(=O)c2cccs2)cc1	-4	-21	-11	13	-1	0	3	-10	-2
COc1ccc(C)cc1N(CC(=O)NC(C)c1ccccc1)S(C)(=O)=O (stereo not drawn)	-4	6	-1	7	-3	-2	-1	-3	1

# Entries from the list above containing a cyano group, in the order listed:
SMILES	UBC13 polyUb	SENP6 block	SENP8 block-1	SENP8 block-2	MIN6 prolif	HKDC1 inhibitor	SENP1 FRET inh	SENP7 inh	PfGluPho inh
COc1ccccc1/C=C(\C#N)C(=O)Nc1ccc(S(N)(=O)=O)cc1	10	3	-1	-28	-2	3	-6	3	-11
COc1ccc(N2C=C3C(=O)C(C)(OC(=O)CCc4ccccc4)C(=O)C=C3C=C2c2ccc(C#N)cc2)cc1 (stereo not drawn)	-69	0	4	-173	-5	35	-45	4	69*

# Other structures
SMILES	UBC13 polyUb	SENP6 block	SENP8 block-1	SENP8 block-2	MIN6 prolif	HKDC1 inhibitor	SENP1 FRET inh	SENP7 inh	PfGluPho inh
CCN(CC)C(=O)Oc1ccc(Br)cc1C(=O)Nc1ccc(F)c(Cl)c1	-4	6	-1	25	-1	5	0	4	-1
O=c1c2ccccc2n2nnnc2n1-c1ccccc1	5	-15	2	11	-2	-5	2	5	4
Oc1ccc(Cl)c2cccnc12	/	/	/	14	/	-5	1	/	-11
O=C(N/N=C/c1ccc(O)c(O)c1)N/N=C/c1ccc(O)c(O)c1	3	-21	0	18	-2	25	1	8	25
CCOC(=O)N1CCN(C(=O)c2cn(CC(C)C)c(=O)c3c2c2ccccc2n3C)CC1	14	-9	4	-284	4	-8	0	2	0
C=CCn1c(-c2cc(-c3ccccc3)sc2N)n[nH]c1=S	-6	-3	2	-131	-1	-1	0	-3	28
Cc1c(C)n(CCCN(C)C)c2ncnc(Nc3ccccc3)c12	9	-14	-4	-254	-1	0	3	-7	-3
COc1ccc(NC(=S)NNC(=O)c2cccs2)cc1	-7	-10	-14	-9	-1	-12	1	0	-7
O=[N+]([O-])c1ccc(Cl)c(S(=O)(=O)Nc2ccc(-c3ccc(N4CCOCC4)nn3)cc2)c1	-12	-2	10	12	-4	-3	2	0	-9
CNS(=O)(=O)c1cn(CC(=O)NCc2cccc(OC)c2)cc1S(=O)(=O)NC	-2	-11	-10	0	2	0	0	-7	-5
O=C(Nc1ccc(F)cc1)c1csc(Cc2ccccc2)n1	0	12	-5	15	-1	-16	2	3	13
COCCN(CC1CCCN(C2Cc3ccccc3C2)C1)C(=O)CCC(N)=O (stereo not drawn)	5	-8	0	13	-1	-3	0	-2	-5
COc1cc(NC(=O)c2ccccn2)cc(OC)c1OC	-9	-13	-8	2	5	4	-1	-3	-2
O=C(CNc1ccc(Br)cc1)c1ccc(O)cc1	10	13	12	18	-4	-1	0	2	-2
CN(C(=O)COc1ncnc2ccccc12)C1CCCCC1	-8	-4	-14	1	-5	2	2	-5	-20
Cc1cc(C)cc(OCC(=O)Nc2ccc(N3CCCCC3)cc2)c1	-6	2	9	6	-1	-4	3	1	-5
O=C(CN1CCC(C(=O)c2ccc(Cl)cc2)CC1)Nc1ccc2c(c1)OCCO2	1	-9	-10	12	-2	-2	-2	-11	-1
